All columns: NCI-60 one-dose screen, growth in % after 48 h at 10 µM unless noted; 100 = growth as untreated, 0 = no growth, -100 = all killed.
SK-MEL-5 – SK-MEL-5 melanoma; hit rate 6.4% among 80,000; AID 1794755
HOP-92 – HOP-92 NSCLC cells. hit rate 6.3% among 71,000
M14 – M14 melanoma; hit rate 6.2% among 80,000
A549/ATCC – A549/ATCC NSCLC. hit rate 3.7% among 81,000. AID 1794740
UACC-257 – UACC-257 melanoma; hit rate 4.4% among 78,000
SK-MEL-28 – SK-MEL-28 melanoma. hit rate 4.1% among 81,000. AID 1794761
UACC-62 – UACC-62 melanoma. hit rate 5.4% among 81,000. AID 1794756
EKVX – EKVX NSCLC; hit rate 3% among 71,000
The depositor's hits bear a star; . = no result given; & = joins results of further samples. The calls were made as follows: active = growth percent below 10; inactive = the rest.

SMILES	SK-MEL-5	HOP-92	M14	A549/ATCC	UACC-257	SK-MEL-28	UACC-62	EKVX
Cc1csc(Nc2nc(-c3cccnc3)nc(C(Cl)(Cl)Cl)n2)n1	95	109	99	105	101	101	95	105
COc1cc(C2CC(c3cc(OC)c(OC)c(OC)c3)=NN2C=O)ccc1Oc1nc2c(c(=O)n(C)c(=O)n2C)n1C (stereo not drawn)	88	.	117	86	101	112	95	93
CN(C)CC(O)c1ccc(/C=C/c2ccc(Cl)cc2)cc1 (stereo not drawn)	-91*	15	-35*	-92*	-81*	-88*	-79*	30
CC(C)CNCC(=O)Nc1ccc(C(=O)OCC(C)C)cc1	97	83	110	91	96	109	96	108
COc1cc(C(C)O)ccc1O (stereo not drawn)	100	95	103	95	89	114	98	106
COc1ccc(C(=O)NCCOc2ccc3c(c2)CCCC(=O)N3)cc1	104	.	104	102	109	108	94	98
Cc1cc(C)n(C(=O)CSc2nnc3sc4ccccc4n23)n1	100	79	102	108	111	106	98	102
Cc1nn2c(-c3nc4cc(Cl)c(Cl)cc4[nH]3)c(-c3ccccc3)nc2s1	85	52	92	79	87	101	87	.
Nc1nc(SCCO)c2[nH]cnc2n1	100	99	95	83	90	105	103	97
CN(C)c1cccc2c(S(=O)(=O)Nc3cccc(-c4csc(NC(=O)CCCN)n4)c3)cccc12	65	67	103	102	98	95	74	74
C#CCOc1ccc(/C=N/Nc2nc(-c3cc4cc(Br)ccc4oc3=O)cs2)cc1	46	58	67	85	67	89	71	60
NS(=O)(=O)Oc1cccc(-c2nc3sccn3c2-c2ccccc2)c1	32	46	20	53	74	60	36	67
c1ccc(C[N+]2(Cc3ccccc3)CC[N+](Cc3ccccc3)(Cc3ccccc3)[C@H]3CCCC[C@@H]32)cc1	65	16	74	96	84	100	83	91
CC(C)=CCc1cc(/C=C2\OC(=O)C(c3cc4c(cc3O)OC(C)(C)CC4)=C2O)ccc1O	99	74	201	108	106	105	99	110
Nc1nc(N)c2cc([N+](=O)[O-])ccc2n1	95&100	75&86	106&113	94&113	102&124	110&109	94&95	68&77
COc1ccc(-c2nn(-c3ccccc3)cc2C2CC(c3ccc(Cl)c(Cl)c3)=NN2c2ccc(S(N)(=O)=O)cc2)cc1 (stereo not drawn)	94	113	70	65	72	101	61	.
COc1cccc(-c2nn(C(C)(C)C)cc2-c2ccnc(NCCCNS(=O)(=O)c3ccc(F)cc3)c2)c1	84&101	82&111	90&105	91&111	104&111	98&119	91&103	64&99
CN(C)c1cccc2ccccc12	.	.	101	106	116	119	101	88
O=C1C=CC(=O)N1Cc1ccccn1	111	105	106	102	110	116	86	.
CC1CN(S(=O)(=O)c2ncsc2-c2ccccc2)CC(C)O1 (stereo not drawn)	100	104	99	104	107	104	96	91

Given with two lines to a compound: part of the list above.
Every second line gives: SK-MEL-5, HOP-92, M14, A549/ATCC, UACC-257, SK-MEL-28, UACC-62, EKVX
COc1cc(C2CC(c3cc(OC)c(OC)c(OC)c3)=NN2C=O)ccc1Oc1nc2c(c(=O)n(C)c(=O)n2C)n1C (stereo not drawn)
  88, ., 117, 86, 101, 112, 95, 93
CN(C)CC(O)c1ccc(/C=C/c2ccc(Cl)cc2)cc1 (stereo not drawn)
  -91*, 15, -35*, -92*, -81*, -88*, -79*, 30
CC(C)CNCC(=O)Nc1ccc(C(=O)OCC(C)C)cc1
  97, 83, 110, 91, 96, 109, 96, 108
COc1cc(C(C)O)ccc1O (stereo not drawn)
  100, 95, 103, 95, 89, 114, 98, 106
COc1ccc(C(=O)NCCOc2ccc3c(c2)CCCC(=O)N3)cc1
  104, ., 104, 102, 109, 108, 94, 98
Cc1cc(C)n(C(=O)CSc2nnc3sc4ccccc4n23)n1
  100, 79, 102, 108, 111, 106, 98, 102
Cc1nn2c(-c3nc4cc(Cl)c(Cl)cc4[nH]3)c(-c3ccccc3)nc2s1
  85, 52, 92, 79, 87, 101, 87, .
Nc1nc(SCCO)c2[nH]cnc2n1
  100, 99, 95, 83, 90, 105, 103, 97
CN(C)c1cccc2c(S(=O)(=O)Nc3cccc(-c4csc(NC(=O)CCCN)n4)c3)cccc12
  65, 67, 103, 102, 98, 95, 74, 74
C#CCOc1ccc(/C=N/Nc2nc(-c3cc4cc(Br)ccc4oc3=O)cs2)cc1
  46, 58, 67, 85, 67, 89, 71, 60
NS(=O)(=O)Oc1cccc(-c2nc3sccn3c2-c2ccccc2)c1
  32, 46, 20, 53, 74, 60, 36, 67
c1ccc(C[N+]2(Cc3ccccc3)CC[N+](Cc3ccccc3)(Cc3ccccc3)[C@H]3CCCC[C@@H]32)cc1
  65, 16, 74, 96, 84, 100, 83, 91
CC(C)=CCc1cc(/C=C2\OC(=O)C(c3cc4c(cc3O)OC(C)(C)CC4)=C2O)ccc1O
  99, 74, 201, 108, 106, 105, 99, 110
Nc1nc(N)c2cc([N+](=O)[O-])ccc2n1
  95&100, 75&86, 106&113, 94&113, 102&124, 110&109, 94&95, 68&77
COc1ccc(-c2nn(-c3ccccc3)cc2C2CC(c3ccc(Cl)c(Cl)c3)=NN2c2ccc(S(N)(=O)=O)cc2)cc1 (stereo not drawn)
  94, 113, 70, 65, 72, 101, 61, .
COc1cccc(-c2nn(C(C)(C)C)cc2-c2ccnc(NCCCNS(=O)(=O)c3ccc(F)cc3)c2)c1
  84&101, 82&111, 90&105, 91&111, 104&111, 98&119, 91&103, 64&99
CN(C)c1cccc2ccccc12
  ., ., 101, 106, 116, 119, 101, 88
O=C1C=CC(=O)N1Cc1ccccn1
  111, 105, 106, 102, 110, 116, 86, .
CC1CN(S(=O)(=O)c2ncsc2-c2ccccc2)CC(C)O1 (stereo not drawn)
  100, 104, 99, 104, 107, 104, 96, 91

(more compounds)
SMILES	SK-MEL-5	HOP-92	M14	A549/ATCC	UACC-257	SK-MEL-28	UACC-62	EKVX
Cc1c(C(=O)CN2C3CCC2CC3)c2ccc(CCS(C)(=O)=O)cc2n1-c1ccc(Cl)cc1	97	90	95	89	98	105	95	97
CC(/C=N/NC(N)=O)=N\NC(N)=O	.	.	103	104	105	107	103	105
OCC1OC(n2ccc3c(SCc4ccccc4)ncnc32)C(O)C1O (stereo not drawn)	102&100	62&54	104&109	63&79	90&104	109&106	93&85	89
N#C/C(=C\c1ccc(Cl)cc1)C(=O)c1ccccc1	97	78	107	102	105	115	99	102
O=C(O)C1(c2ccccc2)CC1	100	.	116	106	113	103	98	.
Nc1nnc(-c2ccccn2)c(-c2c[nH]c3ccc(Cl)cc23)n1	97	81	98	92	97	106	82	68
CC/C(=C(/c1ccc(Cl)cc1)c1ccc(OCCN2CCOCC2)cc1)c1ccccc1	108	98	99	90	99	99	88	85
N/N=C(\N)c1c(N)nc(=S)[nH]c1-c1ccc(Cl)cc1Cl	108	76	107	104	108	116	94	116
CCCC(=O)Oc1ccc(/C(=C(\C)c2ccc(OC)cc2)c2ccc(OCCN3CCCCC3)cc2)cc1	69	69	34	77	68	64	64	89
Fc1cccc(-n2ncc3c(Nc4ccc(-c5nnc(Nc6ccc(Cl)cc6)s5)cc4)ncnc32)c1	101	84	98	102	102	103	94	99
CCNc1ccccc1C(=O)O	107&104	95&97	104&95	107&99	105&97	116&110	109&102	110&83
O=C(NNC(=S)Nc1ccccc1)c1cc(-c2ccncc2)n(-c2ccccc2)n1	94	.	102	104	118	121	99	113
N#Cc1ccc(CCc2ccccc2)[nH]c1=O	108	.	109	105	103	113	105	96
Nc1ccccc1SC1CC(=O)N(c2ccccc2)C1=O (stereo not drawn)	97	84	93	108	101	99	90	100
c1ccc2cc3c(cc2c1)Cn1c-3nc2ccccc21	83	107	112	97	116	113	90	71
N#Cc1c(-c2cccs2)cc(-c2cnccn2)nc1SCC(=O)c1ccccc1	99	.	110	99	103	100	91	100
O=S(=O)(NCCNc1nccc(-n2ccc3cccnc32)n1)c1cccc(C(F)(F)F)c1	99	78	96	94	109	100	86	95
[O-]/[N+](=C\c1ccc(-n2cc(Cc3ccccc3Cc3cn(-c4ccc(/C=[N+](/[O-])c5ccccc5)cc4)nn3)nn2)cc1)c1ccccc1	105	112	101	105	108	110	95	97
O=C1Nc2ccccc2/C1=C/C(=N/c1nnc(-c2ccc(Cl)cc2)s1)c1ccccc1	78	26	52	83	.	61	52	.
CC(=O)Nc1cccc(S(N)(=O)=O)c1C	103	.	102	114	109	156	96	106
Cc1ccc(C(=O)Nc2cc(-n3cnc(F)c3)cc(C(F)(F)F)c2)cc1C#Cc1cnc2cccnn12	38	57	18	67	58	29	26	74
CC(C)(C)c1ccc(S(=O)(=O)Oc2ccc(-c3sc4cc(OS(=O)(=O)c5ccc(C(C)(C)C)cc5)ccc4c3C(=O)c3ccc(OCCN4CCCCC4)cc3)cc2)cc1	100	84	99	87	106	98	95	84
Cc1ccc2c(n1)C(=O)C(Br)=C(c1ccccc1)C2=O	79	86	57	94	95	84	64	79
O=C(O)c1ccc2c(c1Nc1ccc(-c3ccc(Nc4c(C(=O)O)ccc5c4C(=O)c4ccccc4C5=O)cc3)cc1)C(=O)c1ccccc1C2=O	105	86	108	88	85	126	110	93
COc1ccc(-c2nnc(SCC(=O)N3CCN(c4cc5c(cc4F)c(=O)c(C(=O)O)cn5C4CC4)CC3)o2)cc1OC	100	52	76	101	101	95	98	102
O=C1/C(=C/c2cccc3ccccc23)SC(=S)N1Cc1ccco1	88	90	90	89	90	95	80	.
O=[N+]([O-])c1cccc(-c2nc3sccn3c2-c2ccnc(NCCCNS(=O)(=O)c3ccc(Br)cc3)n2)c1	-16*	78	46	54	61	77	2.8*	59
C/C(O)=C(/N=Nc1ccccc1)C(=O)O	100	97	116	94	109	108	109	.
CCCCCCCn1ncc2c(Nc3cccc(Br)c3)ncnc21	102	85	112	104	108	108	84	86
Nc1cc(Cl)ccc1CN1C(=O)c2ccccc2C1=O	97	45	104	90	.	92	94	.
COc1cc(-c2nc(SCc3ccc(C)cc3)[nH]c(=O)c2C#N)ccc1OCc1ccccc1	88	113	105	102	97	101	98	107
CCOC(=O)C1=C(C)N2C(=NC3=C(CCCC/C3=C\c3ccccc3)C2c2ccccc2)S1 (stereo not drawn)	.	-2.5*	96	99	.	98	86	.
N[C@@H](Cc1cn(-c2ccnc3ccccc23)nn1)C(=O)O	103	101	108	101	106	97	95	99
CN1CCN(CC(O)COc2ccc(C(C)(C)c3ccc(OCC(O)CN4CCN(C)CC4)cc3)cc2)CC1 (stereo not drawn)	98	67	101	95	97	110	102	94
Nc1nc(-c2ccc(Cl)cc2)cc(-c2cc(-c3ccc(Cl)cc3)nc(N)n2)n1	103	84	107	108	106	114	103	99
NS(=O)(=O)c1ccc(-n2nc(-c3ccc(Oc4ccccc4)cc3)ccc2=O)cc1	90	66	96	99	.	104	86	.
COc1nc2c(c(=O)[nH]1)C(c1ccc(Oc3ccnc4cc(Cl)ccc34)c(OC)c1)C=C(c1ccc(Cl)cc1)N2 (stereo not drawn)	96	61	93	92	95	103	77	.
C1=NN(c2ccccc2)C=NN1c1ccccc1	18	107	96	85	94	114	42	78
CCOC(=O)COc1nc(C)cc(C)c1C#N	99	100	99	103	107	109	93	92
CC(=O)c1ccc(NC(=O)Nc2ccc(S(=O)(=O)Nc3ccc(Cl)nn3)cc2)cc1	100	106	111	103	99	107	92	99
Cc1nc(N)sc1Cc1ccn(C)n1	108	106	100	95	105	119	103	99
O=C(Nc1ccccc1Cl)c1ccccc1CC(O)(c1ccccc1)c1ccccc1	84	76	62	97	98	92	48	83
Cn1cc(C(=O)c2nc(-c3c[nH]c4ccc(Br)cc34)no2)c2ccccc21	89	88	101	103	104	105	85	74
O=C(/C=C/c1ccco1)Nc1ncc(Cc2cc(Cl)ccc2Cl)s1	15	72	6.8*	20	39	57	27	34
CCC1(CCC(C)C)SC(N)=NC1=O (stereo not drawn)	100&102	92	107&100	96&92	113&99	115&109	112&93	102&103
Fc1cccc(CNc2c3ccccc3nc3ccccc23)c1	60	-4.1*	39	29	58	78	50	32

Bioassay records as filed in PubChem.
